High-throughput results as filed in PubChem BioAssay.
UBC9 SUMO inh – inhibitors of human SUMOylation (UBC9); P63279; inhibition, % at 35 µM; 0.36% of 290,000 active; HTRF SUMOylation assay, SAE1/SAE2 + UBC9, in vitro; in the data active means inhibition above about 50%, passing the limit was not always enough; further: strong numbers were not always called active
Target sequence (P63279 whole entry, looked up): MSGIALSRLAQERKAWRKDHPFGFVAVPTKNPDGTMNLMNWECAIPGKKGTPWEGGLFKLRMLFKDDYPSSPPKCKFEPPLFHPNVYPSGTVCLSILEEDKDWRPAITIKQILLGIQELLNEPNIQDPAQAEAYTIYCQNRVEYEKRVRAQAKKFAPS
MEKK3 PB1 HTS – MEKK3-MEK5 PB1 interaction, increase or decrease; 1.4% of 290,000 active; binding response (% of control), % at 10 µM; Q99759; bead-based flow cytometry, Alexa488-MEK5 binding to MEKK3; actives lie on both sides; 0 = blocked by unlabeled MEK5, 100 = vehicle;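 active means binding response more than 3 SD above or below the average of its plate-row segment, actives on both sides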;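 further: Alexa488 bead fluorescence after subtracting the streptavidin-only scavenger bead signal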
Target sequence (Q99759 whole entry, looked up): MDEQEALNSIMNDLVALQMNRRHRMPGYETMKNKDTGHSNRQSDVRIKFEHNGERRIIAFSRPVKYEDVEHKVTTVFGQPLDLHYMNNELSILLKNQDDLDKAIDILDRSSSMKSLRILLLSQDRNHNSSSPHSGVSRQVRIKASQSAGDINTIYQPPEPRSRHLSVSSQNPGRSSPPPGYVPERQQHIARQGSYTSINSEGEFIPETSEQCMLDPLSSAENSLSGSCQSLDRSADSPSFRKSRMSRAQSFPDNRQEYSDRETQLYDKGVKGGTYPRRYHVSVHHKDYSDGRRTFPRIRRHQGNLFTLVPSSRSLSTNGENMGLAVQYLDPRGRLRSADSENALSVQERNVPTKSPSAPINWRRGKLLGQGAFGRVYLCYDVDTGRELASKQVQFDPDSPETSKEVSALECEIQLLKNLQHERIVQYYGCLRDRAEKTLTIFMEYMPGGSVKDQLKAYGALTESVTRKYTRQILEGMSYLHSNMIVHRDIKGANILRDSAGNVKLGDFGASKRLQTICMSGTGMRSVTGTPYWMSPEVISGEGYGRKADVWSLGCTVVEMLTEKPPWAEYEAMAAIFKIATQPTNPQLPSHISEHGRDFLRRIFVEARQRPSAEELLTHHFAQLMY
PfM18AAP inh – PfM18AAP enzyme inhibition; recombinant PfM18AAP, H-Glu-NHMec fluorogenic cleavage; inhibition, % at 7.35 µM; 1.2% of 290,000 active;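 active means inhibition above the campaign mean inhibition over all tested compounds plus 3 SD, cut at about 28% in these data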;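 further: 0% = plate median of test compound wells and 100% = 2 mM ZnCl2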
NALP1 yeast inh – blocks the NALP1 inflammasome reconstituted in yeast; S. cerevisiae NALP1/ASC/caspase-1 growth, X-gal OD620, 72 h; inhibition, % at 10 µM; 0.61% of 280,000 active; AID 2071; in the data active means inhibition mostly above about 24%, no sharp cut-off; inactive means mostly below about 32%; further: some compounds called inactive have numbers as strong as hits
MEKK2mut PB1 HTS – signal of MEK5 binding to mutant human MEKK2 PB1 domain. percent response, % at 10 µM. bead flow cytometry, Alexa488-MEK5 binding to MEKK2 mutant. AID 1530. 0.35% of 290,000 active; in the data active means percent response above about 24%, passing the limit was not always enough; further: inactives centre near 1; some results filed as inactive read as strong as hits; reference of the scale not given here
IDE act – activators of human insulin-degrading enzyme in cells; P14735; HEK cells, FAbeta-B cleavage, fluorescence polarization; 0% vehicle, 100% cell-free pure enzyme wells; activation, % at 5.96 µM; 0.073% of 340,000 active; AID 493087;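 active means activation above the mean of all tested compounds plus 3 SD, set per screening campaign, cut at about 17% in these data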
IDE cell inh – inhibitors of human insulin-degrading enzyme in cells. P14735. HEK cells, FAbetaB cleavage, fluorescence polarization. inhibition, % at 5.59 µM. 0.41% of 320,000 active. AID 434962;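 active means percent inhibition above the average of all tested compounds plus 3 SD, set per screening campaign, cut at about 16% in these data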;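 further: IDE supplied by intact live HEK cells; FP after avidin binding of uncleaved biotin substrate so inhibition keeps polarization high; 0% = DMSO wells and 100% = 60 µM reference IDE inhibitor Ii1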
pCIP destab – compounds decreasing mouse p/CIP protein stability | Q05BA5 | F442A p/CIP-EGFP cells, EGFP fluorescence, 16 h | decrease of EGFP signal, % at 10 µM | 0.01% of 290,000 active | AID 1984;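 active means EGFP signal decrease of at least 30% at 10 µM or well 3 SD below plate mean, unless failing retest; inactive means the rest, including hits failing retest or dose response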; further: some compounds called inactive have numbers as strong as hits; many of its hits are not listed in these tables
MEKK2 WT-MEK5 – raises or lowers MEK5 binding to wildtype human MEKK2 PB1 domain | bead flow cytometry, Alexa488-MEK5 binding to MEKK2 WT; actives lie on both sides | binding response (% of control), % at 10 µM | 1.1% of 290,000 active; in the data active means binding response below about 67% or above about 130%
An asterisk follows results filed as active; / = no result given; & = joins results of further samples; [ ] = dose if it differs, or a comment.

Below each compound: UBC9 SUMO inh, MEKK3 PB1 HTS, PfM18AAP inh, NALP1 yeast inh, MEKK2mut PB1 HTS, IDE act, IDE cell inh, pCIP destab, MEKK2 WT-MEK5
Cc1ccc(S(=O)(=O)N(CC(=O)NCC2CCCO2)c2cccc([N+](=O)[O-])c2)cc1 (stereo not given)
  16, 105, 1, 16, 5, 3, 5, 1, 104
CN(C)S(=O)(=O)N1CCc2ccc(NC(=O)C3CCCO3)cc2C1 (stereo not given)
  23, 100, 3, 31, 2, 6, /, -1, 99
COc1cc(CC(=O)NCCc2ccc(OCc3ccccc3)cc2)c([N+](=O)[O-])cc1OC
  -11, 107, 5, 28, 14, 7, 6, -11, 106
CC1Cc2cc(S(=O)(=O)N3CCN(c4ccccc4F)CC3)ccc2N1C(=O)C1CC1 (stereo not given)
  -12, 105, 2, 14, 1, -1, -1, 1, 98
O=C1c2ccccc2C(Nc2ccc3c(c2)OCCO3)N1c1ccc(Cl)cn1 (stereo not given)
  -10, 97, 20, -12, -2, 1, 6, -1, 101
COc1ccc(-c2noc(C3CCCN(C(=O)Nc4ccccc4)C3)n2)cc1 (stereo not given)
  -11, 64, -1, -9, -17, -2, 2, -3, 60
Cc1ccc(C(=O)Nc2ccc3c(c2)CCC3)cc1
  -15, 103, 1, 13, 1, 4, -1, 9, 97
CS(=O)(=O)Nc1ccc(C2=NN(C(=O)c3ccco3)C(c3ccc(F)cc3)C2)cc1 (stereo not given)
  -6, 103, -1, 3, 2, 0, 2, -10, 106
S=C(NCc1ccccc1)Nc1nccs1
  18, 103, 10, -24, 1, -3, -8, 12, 101
Cc1nnc(C)n1/N=C/c1cc(Br)ccc1O
  37, 99, -7, -10, 5, 1, 2, -7, 101
O=C1C2CC=CCC2C(=O)N1c1n[nH]c(-c2ccccc2)n1 (stereo not given)
  10, 104, 2, 13, 5, -2, -2, -1, 106
O=C(NCc1ccc(Cl)cc1)NCc1ccc(Cl)cc1
  15, 103, 4, -1, 10, -4, 5, -3, 104
O=C(/C=C/c1ccc(Cl)cc1Cl)NCc1ccco1
  -3, 99, 2, 2, -1, 5, 5, -3, 96
CCCCN(C)C(=O)C1CCC(CNS(=O)(=O)c2ccc3c(c2)CC(C)N3C(=O)C2CC2)CC1 (stereo not given)
  15, 106, 8, 4, 6, 1, 0, -11, 114
Cc1ccc(/C=C/C(=O)NC(=S)Nc2ccc(S(=O)(=O)Nc3cc(C)on3)cc2)cc1
  16, 103, 3, -12, 0, -10, 25*, -9, 96
CC(/C=C/c1ccc(N(C)C)cc1)=N\N=C(/N)SC1CC(=O)N(c2ccc(C(=O)O)cc2)C1=O (stereo not given)
  0, 107, 8, 22, 5, 2, 9, -17, 114
COc1ccc(Nc2c3c(nc4ccc(C)cc24)CCC3)cc1
  6, 105, 12, 11, 10, -2, 4, 2, 117
O=C(NN=C1CCCC1)C(=O)Nc1cccc(C(F)(F)F)c1
  24, 101, -16, 10, 0, 0, -1, 0, 107
COC(=O)Cn1c(=O)c2c(nc3n2CC(C)CN3Cc2ccccc2)n(C)c1=O (stereo not given)
  5, 98, -1, 27, -5, 9, 6, -9, 100
CCc1nnc(NC(=O)CCC(=O)N2CCN(S(=O)(=O)c3ccc(OC)cc3)CC2)s1
  8, 98, -7, 12, 0, 6, -1, 6, 101
CC(C)CC(C(=O)NC1CCCC1)N(Cc1cccs1)C(=O)c1snc(C(N)=O)c1N (stereo not given)
  -2, 103, -14, -95, -4, -3, -8, -2, 95
COc1ccc(N2CCN(C(=O)c3ccc(NC(=O)C4=CSCCO4)cc3)CC2)cc1
  13, 94, 4, 2, -1, 5, -2, -2, 96
COc1ccccc1N1N=C(c2ccc([N+](=O)[O-])cc2)CC1c1ccccc1 (stereo not given)
  6, 92, 2, 11, -8, 1, 9, -518, 89
CS(=O)(=O)N(Cc1ccc(C(=O)NC2CCCC2)cc1)c1ccccc1
  12, 105, -8, 24, 0, 4, -2, -18, 102
O=C(Nc1nc(-c2ccccn2)cs1)C1CC1
  3, 95, 2, 21, 0, 9, -4, -9, 105
Cc1ccc(C2c3c(C)nn(-c4ccc([N+](=O)[O-])cc4)c3N=C3C(=O)Nc4ccccc4N32)cc1 (stereo not given)
  19, 106, -12, 4, -7, /, 5, -21, 84
Fc1cccc(Cl)c1/C=N/n1c(-c2cccnc2)n[nH]c1=S
  2, 97, -2, -8, -12, 0, 4, -7, 100
COc1cc(OC)cc(C(=O)OCC(=O)Nc2sccc2C(N)=O)c1
  14, 97, -10, -22, -3, 0, 3, -5, 91
CCOC(=O)c1ccc(C(=O)NNC(=O)C2C3C=CC(C3)C2C(=O)O)cc1 (stereo not given)
  0, 98, -2, 8, -4, 4, /, -4, 98
Cc1ccc2c(c1)c1c3n2CCN(CC(O)CNC(C)C)C3CCC1 (stereo not given)
  32, 107, 6, 14, 12, -1, 2, -2, 169*
Cc1nc2ncnn2c(N2CCN(C(c3ccccc3)c3ccccc3)CC2)c1C
  -5, 101, 12, 10, 2, -3, 5, -9, 103
O=C(CN1C(=O)c2cccnc2C1=O)c1ccccc1
  4, 96, 6, 10, 4, -1, 9, 11, 98
CCOc1ccc(S(=O)(=O)Nc2cc(S(=O)(=O)N(CC)CC)ccc2N2CCCC2)cc1
  -19, 97, -8, 15, -2, 5, -7, 13, 99
Cc1ccn2c(CNCCCn3cccn3)c(C(=O)N3CCCCCC3)nc2c1
  -7, 112, 0, 5, -4, -7, 5, 9, 105
O=S(=O)(c1ccccc1F)N1CCN(c2nc3ccccc3s2)CC1
  24, 104, 4, 29, -4, /, -2, -18, 99
CCN(CC)C(=O)c1cnn(-c2ccccc2)c1NC(=O)c1ccccc1F
  10, 86, 0, 10, -3, -2, -2, -17, 95
CCCc1cc(=O)[nH]c(SCC(=O)N(C)Cc2ccccc2)n1
  13, 110, -19, -10, 2, 3, 5, -22, 107
CCOC(=O)N1CCC(Nc2c(NCCCN(CC)Cc3ccccc3)c(=O)c2=O)CC1
  10, 103, 1, -20, 13, 0&1, 5, 0, 114
CCOc1ccccc1NC(=O)Cn1nnc(C(=O)NCc2ccc3c(c2)OCO3)c1N
  8, 101, -17, 25, -2, 5, 1, 3, 99
CSCCC1C(=O)OC2(C)CC(C)(C)NC(=S)N12 (stereo not given)
  -15, 92, 0, -8, 5, -1, -4, -4, 101

Three entries already listed, sorted by molecular weight, falling:
Below each compound: UBC9 SUMO inh, MEKK3 PB1 HTS, PfM18AAP inh, NALP1 yeast inh, MEKK2mut PB1 HTS, IDE act, IDE cell inh, pCIP destab, MEKK2 WT-MEK5
CS(=O)(=O)N(Cc1ccc(C(=O)NC2CCCC2)cc1)c1ccccc1
  12, 105, -8, 24, 0, 4, -2, -18, 102
CCCc1cc(=O)[nH]c(SCC(=O)N(C)Cc2ccccc2)n1
  13, 110, -19, -10, 2, 3, 5, -22, 107
CSCCC1C(=O)OC2(C)CC(C)(C)NC(=S)N12 (stereo not given)
  -15, 92, 0, -8, 5, -1, -4, -4, 101

Going on with the list.
Below each compound: UBC9 SUMO inh, MEKK3 PB1 HTS, PfM18AAP inh, NALP1 yeast inh, MEKK2mut PB1 HTS, IDE act, IDE cell inh, pCIP destab, MEKK2 WT-MEK5
CCOC(=O)Cc1csc(NC(=S)NC(=O)c2ccc(C)cc2)n1
  14, 101, -6, 21, 4, -3, -1, -5, 104
Cc1nc(SC2C=CS(=O)(=O)C2)n[nH]1 (stereo not given)
  2, 104, 3, 10, 12, 0, -2, -16, 105
O=C(CN1C(=O)NC2(CCCCC2)C1=O)Nc1ccc2c(c1)CCC2
  1, 91, 3, -1, -7, 1, 2, -9, 89
CCc1ccccc1NC(=O)c1cc(C)no1
  7, 103, -14, -14, 4, 0, -1, -16, 104
Cn1c(=O)c2c(nc(NC3CCCCC3)n2Cc2ccccc2)n(C)c1=O
  -6, 88, 1, -4, -4, 5, 1, -9, 94
Cn1c2c(c(=O)n(C)c1=O)C(CC(=O)Nc1ccccc1F)C(=O)N2 (stereo not given)
  21, 108, -4, /, 5, /, 2, -9, 102
CCOC(=O)N1CCN(C(=O)c2cn(CC)c3ccc(S(=O)(=O)N4CCC(C)CC4)cc3c2=O)CC1
  9, 107, 0, 13, -1, -3, 12, 16, 101
O=C1C2C3C=CC(CC3)C2C(=O)N1c1cccc(C(F)(F)F)c1 (stereo not given)
  9, 99, 0, 13, -2, 4, 2, 0, 100
COc1ccc(CCNc2oc(-c3ccco3)nc2C#N)cc1
  5, 110, -8, 9, 10, 0, -3, -4, 114
Cn1c2ccc(F)cc2c2ncn(CCN3CCOCC3)c(=O)c21
  12, 112, 0, 4, 4, 0, 1, -4, 111
Cc1cc(N=Nc2c(O)c3ccccc3[nH]c2=O)ccc1N=Nc1ccc(C(=O)N(C)C)cc1
  19, 95, 7, 11, 2, 1, /, 5, 94
CCOCCCNc1nc2c(C)cccn2c(=O)c1/C=C1\SC(=S)N(C(C)CC)C1=O (stereo not given)
  19, 28*[inhibitor], -1, 40, 127*, -4, 17*, -877, /
O=C(COC(=O)c1ccccc1)Nc1ccc(Cl)cn1
  13, 100, 3, 8, -2, 5, 0, -1, 98
O=C1N=C(N2CCN(Cc3ccccc3)CC2)S/C1=C/c1cccs1
  4, 98, 1, 21, -6, /, -2, -11, 102
COc1ccc(N(C)S(=O)(=O)c2ccc3c(c2)CC(C)N3C(=O)C2CC2)c(OC)c1 (stereo not given)
  /, 100, -5, 10, 4, 8, 8, 6, 101
Oc1ccc2ccccc2c1/C=N/c1nc2c(s1)CCCC2
  15, 101, 15, -10, 2, 3, 3, -6, 97
COc1ccc(NC(=O)Nc2cccc3ccccc23)c(OC)c1
  23, 103, -7, 0, 3, 0, -2, 12, 106
CCOC(=O)N1CCN(C(=O)c2ccc(OCC)cc2)CC1
  -4, 102, 0, -8, -12, 7, 1, 7, 91
CC(C(=O)N1CCN(c2ccc([N+](=O)[O-])cc2)CC1)N1C(=O)C2CC=CCC2C1=O (stereo not given)
  19, 94, 4, 17, -8, 1, -12, -9, 94
COc1ccccc1-c1cn[nH]c1-c1ccc(OCC(=O)NN)cc1O
  6, 111, 2, 0, 7, 7, -2, -22, 108
CCOc1ncccc1C(=O)OCC(=O)NC1CC1
  5, 93, -7, 0, -9, 1, 0, -1, 82

A portion of the library (hit frequency here may not be typical).
